SKKanGAS inh = SKKanGAS growth inhibition. S. pyogenes SKKanGAS, kanamycin growth, BacTiter-Glo, 6 h. inhibition, % at 7.5 µM. hit rate 1.3% among 300,000;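 active means mean replicate score, as percent of positive control median, at least 50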;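 further: strain carries kanamycin resistance gene driven by streptokinase promoter and grows in 40 µg/ml kanamycin; loss of luminescence reflects streptokinase promoter inhibition or plain growth inhibition; 0% = median of DMSO wells and 100% = positive control at its reference dose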
MrgX1 allo act = human MrgX1 positive allosteric modulation, primary screen; AID 588675; MrgX1-HEK293, Fluo-4 calcium flux, FDSS; hits give high values; Q96LB2; hit rate 0.63% among 310,000; B-score at 10 µM;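 active means plate-corrected calcium response at least 3 library SD above typical, normal starting fluorescence, not activating the receptor alone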;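 further: compound read alongside a low EC10 to EC30 dose of BAM8-22 agonist; peak minus trough fluorescence over baseline measured at the second addition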
MrgX1 antagonist = human MrgX1 receptor antagonism, primary screen. MRGX1-HEK293 calcium flux, Fluo-4, BAM8-22 antagonism; hits give low values. B-score at 10 µM. hit rate 1.3% among 310,000;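 active means calcium-response B-score plate-corrected more than 3 library SD below zero, starting fluorescence within 5 deviations, no agonist response on first addition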;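 further: peak minus trough fluorescence over baseline after final BAM8-22 challenge near maximal dose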
RGS4 inh = human RGS4 inhibition. P49798. HEK293 M3R/RGS4 inducible, Fluo-4 calcium flux; hits give high values; triggered by carbachol at its EC20. B-score at 10 µM. hit rate 0.45% among 310,000. AID 463165;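 active means B-score, a plate-corrected calcium signal, over three deviations above library mean, with baseline fluorescence within five deviations of library mean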;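 further: RGS4 expression induced by doxycycline in cells with stable M3 receptor; B-score is computed from the integrated fluorescence ratio over baseline after carbachol; higher B-score means a larger calcium signal and so more RGS4 inhibition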
MrgX1 agonist = activates human MrgX1 receptor signaling; Q96LB2; MrgX1-HEK293 cells, Fluo-4 calcium fluorescence, agonist mode; hits give high values; B-score at 10 µM; hit rate 0.44% among 310,000; AID 588627;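 active means calcium response B-score plate-corrected fluorescence ratio at least 3 library SD, with starting fluorescence B-score inside 5 SD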
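Assay system: MrgX1-expressing HEK293 cells / Amount: fifteen thousand cells per well / Doses: test compound in the initial addition of three / Timing: cells plated overnight, dye loaded 0.5 h 37 °C, 0.5 h room temperature / Technique: kinetic calcium dye fluorescence, Fluo-4 NW / Control set: positive and negative controls per plate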
TRPC6 activator = activates the mouse TRPC6 cation channel; HEK293-TRPC6 membrane potential dye fluorescence; hits give high values; B-score at 10 µM; hit rate 0.13% among 310,000;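 active means B-score of the integrated fluorescence ratio above library mean plus 3 SD, and starting fluorescence ratio within library mean plus 5 SD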;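 further: higher score means more depolarization so channel activation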
RGS4 act = RGS4 potentiation or activation; HEK293 M3R/inducible RGS4, carbachol calcium flux Fluo4; hits give low values; B-score at 10 µM; hit rate 0.92% among 310,000; AID 463111;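 active means B-score of the integrated calcium signal more than 4 SD below the library mean, with starting fluorescence not abnormally high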;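 further: negative B-score means reduced calcium response which marks RGS4 activation or potentiation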
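System: HEK293 FlpIn-TREx cells, stable M3R, doxycycline-inducible RGS4. Timing: overnight RGS4 induction, 30 min dye load 37 °C, 20 min compound RT. Also added: carbachol, ECmax concentration. Measured by: Fluo4 fluorescence kinetic imaging of calcium. Evaluation: integrated calcium ratio converted to B score.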
HIF activator = HIF pathway transcriptional activation; U2OS HRE-luciferase reporter, luminescence; normalized: DMSO 0%, desferrioxamine 100%; AID 1910; activation, % at 7.5 µM (by protocol); hit rate 0.32% among 300,000;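 active means mean activation of at least 10% of the iron chelator positive control signal, with at least half of replicates also reaching 10%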
Platelet DG rel = platelet dense granule release activity; human platelet-rich plasma, SFLLRN dense granule ATP release, luminescence; inhibition, %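 (compounds screened at 7.5 µM in platelet-rich plasma)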; hit rate 0.22% among 300,000; AID 1663;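 active means mean replicate score, as percent of positive control, at or above 50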
TRPC4 block = blocks the mouse TRPC4 cation channel | Q9QUQ5 | HEK293 TRPC4beta/mu-opioid, DAMGO-evoked Fluo4 calcium flux; hits give low values | B-score at 10 µM | hit rate 0.39% among 300,000 | AID 2247;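 active means B-score over 3 SD under the library average, no early fluorescence shift, positive overall ratio signal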
Target sequence (Q9QUQ5 whole entry, looked up): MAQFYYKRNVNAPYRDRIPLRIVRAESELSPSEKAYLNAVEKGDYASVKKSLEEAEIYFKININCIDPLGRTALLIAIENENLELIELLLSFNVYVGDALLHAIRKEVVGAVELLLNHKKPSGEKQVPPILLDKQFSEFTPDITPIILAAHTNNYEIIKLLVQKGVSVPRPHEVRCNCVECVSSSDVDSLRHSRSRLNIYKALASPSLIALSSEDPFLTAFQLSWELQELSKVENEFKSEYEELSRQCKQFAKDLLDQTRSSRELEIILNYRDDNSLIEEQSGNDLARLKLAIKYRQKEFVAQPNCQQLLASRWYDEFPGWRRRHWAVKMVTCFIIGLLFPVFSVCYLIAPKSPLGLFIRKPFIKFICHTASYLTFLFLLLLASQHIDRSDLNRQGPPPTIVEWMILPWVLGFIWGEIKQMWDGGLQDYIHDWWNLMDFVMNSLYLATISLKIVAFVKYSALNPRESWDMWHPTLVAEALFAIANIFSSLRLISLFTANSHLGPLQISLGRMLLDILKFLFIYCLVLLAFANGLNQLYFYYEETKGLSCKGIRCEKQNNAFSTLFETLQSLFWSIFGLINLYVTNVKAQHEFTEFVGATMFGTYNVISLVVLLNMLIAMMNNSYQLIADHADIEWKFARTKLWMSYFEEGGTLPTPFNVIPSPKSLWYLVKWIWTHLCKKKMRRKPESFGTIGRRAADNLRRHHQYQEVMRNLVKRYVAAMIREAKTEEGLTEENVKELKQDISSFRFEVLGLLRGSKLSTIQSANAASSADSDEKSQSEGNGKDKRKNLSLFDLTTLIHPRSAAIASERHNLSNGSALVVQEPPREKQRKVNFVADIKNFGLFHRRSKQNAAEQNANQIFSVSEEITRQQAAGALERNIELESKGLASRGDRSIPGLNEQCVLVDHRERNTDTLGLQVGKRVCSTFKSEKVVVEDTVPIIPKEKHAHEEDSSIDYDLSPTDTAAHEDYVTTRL
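Test system – stable TRPC4beta/mu-opioid receptor HEK293 cells · Probe or stimulus – DAMGO, a submaximal dose followed by a maximal one · Dosing – one concentration per compound · Signal – Fluo4 calcium fluorescence by kinetic imaging, 5 s 1 Hz baseline · Evaluation – per-well B score of integrated baseline-normalized Fluo4 ratio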
TRPC6 inhibitor = blocks the mouse TRPC6 cation channel; Q61143; HEK293-TRPC6, membrane potential dye, ACh-evoked depolarization; hits give low values; B-score at 10 µM; hit rate 1.1% among 310,000; AID 2553;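 active means B-score under library mean minus 3 SD, initial fluorescence not abnormally high, positive integrated signal ratio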;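 further: B-score derived from integrated fluorescence ratio over the kinetic read; more negative B-score means stronger inhibition of depolarization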
An asterisk follows results filed as active. Outcome played no part in choosing rows. About 6.1% of those tested had a hit in this group.

For COc1cc(C(=O)NCc2cccnc2)ccc1OCC(=O)Nc1cccc(C(F)(F)F)c1 the results were SKKanGAS inh -16, MrgX1 allo act inactive, MrgX1 antagonist inactive, RGS4 inh inactive, MrgX1 agonist inactive, TRPC6 activator inactive, RGS4 act inactive, HIF activator 0.2, Platelet DG rel -7, TRPC4 block inactive and TRPC6 inhibitor inactive.
Screening COC(=O)/C(C#N)=C/c1c(N2CCCCCC2)nc2ccccn2c1=O returned SKKanGAS inh 13, MrgX1 allo act inactive, MrgX1 antagonist inactive, RGS4 inh inactive, MrgX1 agonist inactive, TRPC6 activator inactive, RGS4 act inactive, HIF activator -0.4, Platelet DG rel 4, TRPC4 block inactive and TRPC6 inhibitor inactive.
`C/C(N)=C(/C#N)C(=O)CSc1nnc(SCc2ccc(Cl)cc2)s1` gave SKKanGAS inh 11, MrgX1 allo act inactive, MrgX1 antagonist inactive, RGS4 inh inactive, MrgX1 agonist inactive, TRPC6 activator inactive, RGS4 act inactive, HIF activator -1.2, TRPC4 block inactive and TRPC6 inhibitor inactive.
Cc1ccc(-n2c(O)cnc2Nc2nc(C)cc(C)n2)cc1 was read as SKKanGAS inh 3, MrgX1 allo act inactive, MrgX1 antagonist inactive, RGS4 inh inactive, MrgX1 agonist inactive, TRPC6 activator inactive, RGS4 act inactive, HIF activator 0.4, Platelet DG rel 10, TRPC4 block inactive and TRPC6 inhibitor inactive.
CC(C)CNC(=S)N(CCN(C)C)Cc1cc2cc3c(cc2[nH]c1=O)OCCO3 was read as SKKanGAS inh 3, MrgX1 allo act inactive, MrgX1 antagonist inactive, RGS4 inh inactive, MrgX1 agonist inactive, TRPC6 activator inactive, RGS4 act inactive, HIF activator -10, Platelet DG rel 3, TRPC4 block inactive and TRPC6 inhibitor inactive.
`O=C(NC1CCCC1)c1ccc(CS(=O)Cc2ccccc2Cl)o1` (configuration not stated) gave SKKanGAS inh 0, MrgX1 allo act inactive, MrgX1 antagonist inactive, RGS4 inh inactive, MrgX1 agonist inactive, TRPC6 activator inactive, RGS4 act inactive, HIF activator -0.5, Platelet DG rel -4, TRPC4 block inactive and TRPC6 inhibitor inactive.
For CCCCOc1ccc(C(=O)NCC(=O)OC2CCOC2=O)cc1 (configuration not stated) the results were SKKanGAS inh -3, MrgX1 allo act inactive, MrgX1 antagonist inactive, RGS4 inh inactive, MrgX1 agonist inactive, TRPC6 activator inactive, RGS4 act inactive, HIF activator 305*, Platelet DG rel 9, TRPC4 block inactive and TRPC6 inhibitor inactive.
COc1cccc(C(=O)Nc2ccc(NC(=O)c3ccco3)c(Cl)c2)c1 was read as SKKanGAS inh 4, MrgX1 allo act inactive, MrgX1 antagonist inactive, RGS4 inh inactive, MrgX1 agonist inactive, TRPC6 activator inactive, RGS4 act inactive, HIF activator 0.5, Platelet DG rel 12, TRPC4 block inactive and TRPC6 inhibitor inactive.
For COCCSc1ccccc1C(=O)Nc1nnc(C)s1 the results were SKKanGAS inh -11, MrgX1 allo act inactive, MrgX1 antagonist inactive, RGS4 inh inactive, MrgX1 agonist inactive, TRPC6 activator inactive, RGS4 act inactive, HIF activator -0.1, Platelet DG rel -10, TRPC4 block inactive and TRPC6 inhibitor inactive.
Screening OCCC1CN(Cc2cc(F)ccc2-n2cccn2)CCN1Cc1ccc(F)cc1 (configuration not stated) returned SKKanGAS inh 3, MrgX1 allo act inactive, MrgX1 antagonist inactive, RGS4 inh inactive, MrgX1 agonist inactive, TRPC6 activator inactive, RGS4 act inactive, HIF activator -0.5, Platelet DG rel -4, TRPC4 block inactive and TRPC6 inhibitor inactive.
`CCOC(=O)C1CCN(C(=O)C2CCCCC2)CC1` gave SKKanGAS inh -2, MrgX1 allo act inactive, MrgX1 antagonist inactive, RGS4 inh inactive, MrgX1 agonist inactive, TRPC6 activator inactive, RGS4 act inactive, HIF activator -0.3, Platelet DG rel 6, TRPC4 block inactive and TRPC6 inhibitor inactive.
Screening CC1CCc2c(sc(NC(=O)C3c4ccccc4Oc4ccccc43)c2C(N)=O)C1 (configuration not stated) returned SKKanGAS inh 7, MrgX1 allo act inactive, MrgX1 antagonist inactive, RGS4 inh inactive, MrgX1 agonist inactive, TRPC6 activator inactive, RGS4 act inactive, HIF activator -0.3, Platelet DG rel 13, TRPC4 block inactive and TRPC6 inhibitor inactive.
CCc1ccccc1NC(=O)C1CCN(S(C)(=O)=O)CC1 was read as SKKanGAS inh 4, MrgX1 allo act inactive, MrgX1 antagonist inactive, RGS4 inh inactive, MrgX1 agonist inactive, TRPC6 activator inactive, RGS4 act inactive, HIF activator 0.1, Platelet DG rel 3, TRPC4 block inactive and TRPC6 inhibitor inactive.
`Cc1ccc(NS(=O)(=O)c2ccc(NC(=O)CSc3ccc(Cl)cc3)cc2)c(C)c1` gave SKKanGAS inh 5, MrgX1 allo act inactive, MrgX1 antagonist inactive, RGS4 inh inactive, MrgX1 agonist inactive, TRPC6 activator inactive, RGS4 act inactive, HIF activator -0.3, Platelet DG rel -2, TRPC4 block inactive and TRPC6 inhibitor inactive.
`COc1cc(CNC(C)C)ccc1OCC(=O)Nc1cccc2ccccc12` gave SKKanGAS inh -7, MrgX1 allo act inactive, MrgX1 antagonist inactive, RGS4 inh inactive, MrgX1 agonist inactive, TRPC6 activator inactive, RGS4 act inactive, HIF activator -0.3, Platelet DG rel 12, TRPC4 block inactive and TRPC6 inhibitor inactive.
`CC(OC(=O)CN1C(=O)NC(C)(C)C1=O)C(=O)c1ccccc1` (configuration not stated) gave SKKanGAS inh -5, MrgX1 allo act inactive, MrgX1 antagonist inactive, RGS4 inh inactive, MrgX1 agonist inactive, TRPC6 activator inactive, RGS4 act inactive, HIF activator -0.2, Platelet DG rel 0, TRPC4 block inactive and TRPC6 inhibitor inactive.
For CN1CCN(S(=O)(=O)c2ccc(Cc3ccc(S(=O)(=O)N4CCN(C)CC4)cc3)cc2)CC1 the results were SKKanGAS inh -5, MrgX1 allo act inactive, MrgX1 antagonist inactive, RGS4 inh inactive, MrgX1 agonist inactive, TRPC6 activator inactive, RGS4 act inactive, HIF activator -0.2, Platelet DG rel -17, TRPC4 block inactive and TRPC6 inhibitor inactive.
Screening COc1cc2c(cc1OC)CN(Cc1cc(=O)oc3cc(C)c(Cl)cc13)CC2 returned SKKanGAS inh 5, MrgX1 allo act inactive, MrgX1 antagonist inactive, RGS4 inh inactive, MrgX1 agonist inactive, TRPC6 activator inactive, RGS4 act inactive, HIF activator 0.6, Platelet DG rel -10, TRPC4 block inactive and TRPC6 inhibitor inactive.
`COc1ccc2[nH]c(=O)c(CN(Cc3cccs3)S(=O)(=O)c3c(C)ccc4nsnc34)cc2c1` gave SKKanGAS inh -9, MrgX1 allo act inactive, MrgX1 antagonist inactive, RGS4 inh inactive, MrgX1 agonist inactive, TRPC6 activator inactive, RGS4 act inactive, HIF activator -0.5, Platelet DG rel -3, TRPC4 block inactive and TRPC6 inhibitor inactive.
For CC(=O)N/N=C(\C)CC(=O)NC(C)(C)C the results were SKKanGAS inh 4, MrgX1 allo act inactive, MrgX1 antagonist inactive, RGS4 inh inactive, MrgX1 agonist inactive, TRPC6 activator inactive, RGS4 act inactive, HIF activator -0.2, Platelet DG rel -1, TRPC4 block inactive and TRPC6 inhibitor inactive.
`COC(=O)c1sccc1NC(=O)CC1C(=O)NCCN1C(=O)Nc1ccc(F)cc1F` (configuration not stated) gave SKKanGAS inh 10, MrgX1 allo act inactive, MrgX1 antagonist inactive, RGS4 inh inactive, MrgX1 agonist inactive, TRPC6 activator inactive, RGS4 act inactive, HIF activator 0.2, Platelet DG rel 2, TRPC4 block inactive and TRPC6 inhibitor inactive.
`COc1ccc2c(c1O)Cc1ccccc1C2=O` gave SKKanGAS inh -6, MrgX1 allo act inactive, MrgX1 antagonist inactive, RGS4 inh inactive, MrgX1 agonist inactive, TRPC6 activator inactive, RGS4 act inactive, HIF activator 0.2, Platelet DG rel 10, TRPC4 block inactive and TRPC6 inhibitor inactive.
N#CC1=C(S)N(c2ccc(F)cc2)C(c2ccco2)NC1=O (configuration not stated) was read as SKKanGAS inh -9, MrgX1 allo act inactive, MrgX1 antagonist inactive, RGS4 inh inactive, MrgX1 agonist inactive, TRPC6 activator inactive, RGS4 act inactive, HIF activator 0.4, Platelet DG rel -6, TRPC4 block inactive and TRPC6 inhibitor inactive.
Screening CC(C)N(Cc1ccccc1)C(=O)CN1C(=O)COc2ccc(S(=O)(=O)NC3CCCC3)cc21 returned SKKanGAS inh -7, MrgX1 allo act inactive, MrgX1 antagonist inactive, RGS4 inh inactive, MrgX1 agonist inactive, TRPC6 activator inactive, RGS4 act inactive, HIF activator -0.5, Platelet DG rel 11, TRPC4 block inactive and TRPC6 inhibitor inactive.
Screening COc1cc(CCCN2C(=O)C(=O)NC[C@@H]2CCCCN)cc(OC)c1OC returned SKKanGAS inh 0, MrgX1 allo act inactive, MrgX1 antagonist inactive, RGS4 inh inactive, MrgX1 agonist inactive, TRPC6 activator inactive, RGS4 act inactive, HIF activator -0.4, Platelet DG rel 0, TRPC4 block inactive and TRPC6 inhibitor inactive.
`O=C(c1ccccc1)c1ccc(OCCCN2CCCC2)cc1` gave SKKanGAS inh 0, MrgX1 allo act inactive, MrgX1 antagonist inactive, RGS4 inh inactive, MrgX1 agonist inactive, TRPC6 activator inactive, RGS4 act inactive, HIF activator 0.9, Platelet DG rel -9, TRPC4 block inactive and TRPC6 inhibitor inactive.
`COc1ccc2nc(NC(=O)C3CCN(S(=O)(=O)c4cnc[nH]4)CC3)sc2c1` gave SKKanGAS inh 8, MrgX1 allo act inactive, MrgX1 antagonist inactive, RGS4 inh inactive, MrgX1 agonist inactive, TRPC6 activator inactive, RGS4 act inactive, HIF activator -1.6, Platelet DG rel -5, TRPC4 block inactive and TRPC6 inhibitor inactive.
Cc1ccc(OCC(=O)N(Cc2cccs2)C2CCS(=O)(=O)C2)cc1 (configuration not stated) was read as SKKanGAS inh 0, MrgX1 allo act inactive, MrgX1 antagonist inactive, RGS4 inh inactive, MrgX1 agonist inactive, TRPC6 activator inactive, RGS4 act inactive, HIF activator 0.3, Platelet DG rel -2, TRPC4 block inactive and TRPC6 inhibitor inactive.
`COc1cc(/C=N/NC(=O)[C@H](Cc2c[nH]c3ccccc23)NC(=O)OCC(C)C)cc([N+](=O)[O-])c1O` gave SKKanGAS inh 15, MrgX1 allo act inactive, MrgX1 antagonist inactive, RGS4 inh inactive, MrgX1 agonist inactive, TRPC6 activator inactive, RGS4 act inactive, HIF activator -0.7, Platelet DG rel 0, TRPC4 block inactive and TRPC6 inhibitor inactive.

Screening results: PubChem, several laboratories
